Pf apPOL block: Pf-apPOL inhibitors, biochemical, fluorescence | Plasmodium falciparum apicoplast DNA polymerase (apPOL) | Recombinant Pf-apPOL, molecular beacon fluorescence, 1.5 h | inhibition, % at 10 µM | 0.25% of 210,000 active | AID 1794808, 2022
mHTT-CaM PPI inh: mutant huntingtin-calmodulin interaction inhibitors – biochemical, AlphaScreen, primary screen. P42858. 3.6% of 190,000 active. AlphaScreen His-mHTT/GST-CaM binding, luminescence. inhibition, % at 15 µM;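 further: 0% = both proteins with DMSO and 100% = one protein alone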
Target sequence (P42858 whole entry, looked up, stated change not applied): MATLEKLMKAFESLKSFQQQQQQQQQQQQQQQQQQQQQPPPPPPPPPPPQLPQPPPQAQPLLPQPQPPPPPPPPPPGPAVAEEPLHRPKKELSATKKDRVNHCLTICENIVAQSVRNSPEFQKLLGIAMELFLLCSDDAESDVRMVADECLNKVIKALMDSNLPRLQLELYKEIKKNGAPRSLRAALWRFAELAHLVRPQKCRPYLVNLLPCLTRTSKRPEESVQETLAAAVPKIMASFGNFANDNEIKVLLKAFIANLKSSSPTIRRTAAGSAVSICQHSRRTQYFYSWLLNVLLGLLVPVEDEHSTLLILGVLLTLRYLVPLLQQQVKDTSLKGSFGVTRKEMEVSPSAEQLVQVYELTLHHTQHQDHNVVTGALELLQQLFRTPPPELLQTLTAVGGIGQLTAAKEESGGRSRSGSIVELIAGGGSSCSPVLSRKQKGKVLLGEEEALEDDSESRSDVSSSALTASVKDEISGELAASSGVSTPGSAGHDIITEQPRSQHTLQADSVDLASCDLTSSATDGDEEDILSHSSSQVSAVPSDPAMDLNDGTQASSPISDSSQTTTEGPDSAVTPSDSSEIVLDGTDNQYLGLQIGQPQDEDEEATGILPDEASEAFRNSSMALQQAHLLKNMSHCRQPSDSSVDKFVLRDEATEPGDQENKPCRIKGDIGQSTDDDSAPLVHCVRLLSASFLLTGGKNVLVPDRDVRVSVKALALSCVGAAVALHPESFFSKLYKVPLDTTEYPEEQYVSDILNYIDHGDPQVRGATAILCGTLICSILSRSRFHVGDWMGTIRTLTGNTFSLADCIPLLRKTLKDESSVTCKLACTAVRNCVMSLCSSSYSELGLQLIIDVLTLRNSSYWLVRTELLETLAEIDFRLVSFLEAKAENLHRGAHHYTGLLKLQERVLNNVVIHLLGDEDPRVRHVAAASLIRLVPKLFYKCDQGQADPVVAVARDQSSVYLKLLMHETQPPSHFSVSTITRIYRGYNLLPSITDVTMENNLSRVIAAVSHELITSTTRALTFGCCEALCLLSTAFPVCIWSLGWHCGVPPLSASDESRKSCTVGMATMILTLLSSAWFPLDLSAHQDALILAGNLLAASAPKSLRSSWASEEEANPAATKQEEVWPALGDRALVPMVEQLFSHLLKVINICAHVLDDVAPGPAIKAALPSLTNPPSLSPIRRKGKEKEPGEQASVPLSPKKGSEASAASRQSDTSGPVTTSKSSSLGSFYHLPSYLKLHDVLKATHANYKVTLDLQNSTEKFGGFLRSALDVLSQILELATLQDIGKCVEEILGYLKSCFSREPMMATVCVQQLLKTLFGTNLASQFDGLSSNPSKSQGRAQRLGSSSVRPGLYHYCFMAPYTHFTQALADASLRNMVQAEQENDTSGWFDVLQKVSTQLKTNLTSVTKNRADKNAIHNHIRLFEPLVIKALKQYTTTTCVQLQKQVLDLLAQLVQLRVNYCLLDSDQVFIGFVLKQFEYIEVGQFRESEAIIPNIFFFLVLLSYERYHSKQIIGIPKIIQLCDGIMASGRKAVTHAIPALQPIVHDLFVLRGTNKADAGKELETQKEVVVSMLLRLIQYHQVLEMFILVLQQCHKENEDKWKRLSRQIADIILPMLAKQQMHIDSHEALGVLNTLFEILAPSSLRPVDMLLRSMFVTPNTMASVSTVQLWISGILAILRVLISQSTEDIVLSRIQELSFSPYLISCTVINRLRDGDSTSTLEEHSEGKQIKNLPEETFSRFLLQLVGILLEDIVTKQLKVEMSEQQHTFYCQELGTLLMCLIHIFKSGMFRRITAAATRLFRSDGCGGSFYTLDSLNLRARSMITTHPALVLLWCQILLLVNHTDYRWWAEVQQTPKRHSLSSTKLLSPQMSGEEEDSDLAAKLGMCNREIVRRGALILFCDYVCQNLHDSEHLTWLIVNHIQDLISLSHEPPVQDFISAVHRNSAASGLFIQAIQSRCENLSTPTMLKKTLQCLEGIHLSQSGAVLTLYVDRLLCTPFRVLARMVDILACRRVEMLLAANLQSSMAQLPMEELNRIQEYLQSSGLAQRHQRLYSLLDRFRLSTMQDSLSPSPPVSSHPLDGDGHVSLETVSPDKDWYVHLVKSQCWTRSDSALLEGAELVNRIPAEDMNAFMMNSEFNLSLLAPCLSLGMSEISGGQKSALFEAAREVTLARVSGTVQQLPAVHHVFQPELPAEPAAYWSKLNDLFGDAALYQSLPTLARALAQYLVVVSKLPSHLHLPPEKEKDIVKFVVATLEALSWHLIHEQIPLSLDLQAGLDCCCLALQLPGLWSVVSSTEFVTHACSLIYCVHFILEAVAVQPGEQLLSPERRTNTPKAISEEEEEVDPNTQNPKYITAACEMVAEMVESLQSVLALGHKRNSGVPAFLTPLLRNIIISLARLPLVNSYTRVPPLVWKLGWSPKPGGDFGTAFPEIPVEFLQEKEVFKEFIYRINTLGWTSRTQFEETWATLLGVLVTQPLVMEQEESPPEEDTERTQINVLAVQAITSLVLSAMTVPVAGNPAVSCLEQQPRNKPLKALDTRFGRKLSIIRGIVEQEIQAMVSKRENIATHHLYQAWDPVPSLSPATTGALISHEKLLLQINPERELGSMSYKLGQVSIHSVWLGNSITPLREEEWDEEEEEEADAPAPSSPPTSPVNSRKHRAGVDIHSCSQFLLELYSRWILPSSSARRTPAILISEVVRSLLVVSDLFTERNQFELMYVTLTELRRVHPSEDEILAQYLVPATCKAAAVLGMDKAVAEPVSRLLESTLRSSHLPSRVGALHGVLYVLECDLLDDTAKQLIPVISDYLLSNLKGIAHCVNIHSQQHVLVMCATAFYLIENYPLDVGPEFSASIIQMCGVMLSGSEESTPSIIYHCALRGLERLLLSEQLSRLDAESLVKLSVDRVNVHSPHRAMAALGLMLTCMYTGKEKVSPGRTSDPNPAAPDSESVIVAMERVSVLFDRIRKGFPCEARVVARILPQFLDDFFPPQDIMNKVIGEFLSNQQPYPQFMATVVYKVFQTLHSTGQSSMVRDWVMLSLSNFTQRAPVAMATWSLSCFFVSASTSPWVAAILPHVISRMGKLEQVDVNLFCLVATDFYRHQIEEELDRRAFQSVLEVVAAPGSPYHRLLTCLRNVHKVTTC
An asterisk follows results filed as active; / = no result given; & = joins results of further samples. No stated cut-off is given here; in the data, active means inhibition above about 50%; inactive means the rest.

SMILES | Pf apPOL block | mHTT-CaM PPI inh
CN1CCN(CCNC(=O)C2CCCN(c3ncnc4c3nc3n4CCCCC3)C2)CC1 (stereo not drawn) | -1.9 | -5.5
CCOc1cc(OCC)cc(C(=O)Nc2ccccn2)c1 | -0.1 | -9.2
O=C(Nc1c2c(nn1-c1ccc(Cl)cc1)CSC2)C1CC1 | -0.8 | 11.0
COc1cc(-c2nc(C=Nc3cc([N+](=O)[O-])ccc3C)c(O)o2)cc(OC)c1OC | -3.2 | -2.0
Cc1ccc(-c2noc(C3CCCN3S(=O)(=O)c3cc(C)ccc3C)n2)cc1 (stereo not drawn) | 1.7 | -23.0
O=c1[nH]nc(CSc2ccc(Cl)cc2)c2ccccc12 | -13.5 | /
CCc1nc2c(c(=O)n1CC(=O)Nc1cc(C)cc(C)c1)CN(Cc1ccccc1)CC2 | -1.4 | 25.7
CCC(=O)NCc1cnn(-c2ccc(C(=O)Nc3ccc(F)cc3)cc2)c1 | -5.4 | -2.2
COc1ccccc1OCCCCOc1ccccc1C(C)=O | -4.2 | -37.2
COc1ccccc1/C=C1\N=C(c2ccc(C)c(C)c2)OC1=O | 0.7 | 3.0
CCOc1ccccc1Oc1coc2cc(OC(=O)c3cccc([N+](=O)[O-])c3)ccc2c1=O | -4.0 | -4.3
Cc1cccc(CN2CCN(C3CCN(C(=O)Nc4ccc(C)c(F)c4)CC3)C2=O)c1 | -0.1 | 0.9
Cc1cc2n(n1)CCC(=O)N2CCCC(=O)NCc1ccccn1 | -2.9 | 1.2
Cc1ccc(CCC(=O)Nc2ccc(Cl)cc2)o1 | -4.4 | -3.4
Cc1ccccc1CN1CCC2(CC1)N=C(c1ccc(Br)cc1)C(=O)N2 | 4.2 | -3.2
COc1cc(C(=O)Nc2nnc(Cc3ccc(Cl)cc3)s2)c([N+](=O)[O-])cc1OC | 10.2 | 22.1
O=C1C(=Cc2ccco2)Oc2c1ccc(O)c2CN1CCCCC1 | -2.6 | 6.0
Cc1ccccc1CNC(=O)C1(C)CCCN(C(=O)c2cccc(F)c2)C1 (stereo not drawn) | -2.5 | 5.3
N#C/C(=C\c1cccs1)c1nc(-c2ccc(Cl)c(Cl)c2)cs1 | -0.9 | 1.2
COc1ccc2[nH]cc(CCN3CC(C(=O)Nc4cc(F)cc(F)c4)CC3=O)c2c1 (stereo not drawn) | -5.0 | 30.6
Cc1nc(-c2ccc(-c3cccs3)s2)sc1-c1ccnn1C(=O)C(C)(C)C | -5.4&4.8 | /
FC(F)(F)C1(C(F)(F)F)N=C(c2cccnc2)OC(N2CCOCC2)=N1 | -7.3 | /
COC(=O)[C@H](C(C)C)N1Cc2nnn(Cc3ccccc3)c2-c2ccccc2S1(=O)=O | -3.8 | -9.6
Cc1cccc(Nc2nccc(C3CCCN(C(=O)CC(C)C)C3)n2)c1 (stereo not drawn) | -4.1 | 31.6
Cc1ccccc1CNC(=O)C1(C)CCCN(S(=O)(=O)c2cccc(Cl)c2C)C1 (stereo not drawn) | -3.0 | 60.9*
Cc1cccc(CSCCNS(=O)(=O)c2ccc3c(c2)OCCO3)c1 | -6.1 | -4.0
CSc1nc(COc2ccccc2Cl)nc(N)c1C#N | -4.1 | /
CN1CCCN(Cc2coc3c(Cl)cc(Cl)cc3c2=O)CC1 | -5.6 | -5.8
O=C(NCC1CCN(c2cc(-c3ccncc3)[nH]n2)CC1)c1cccc(F)c1 | -8.3 | 13.9
CN(C)c1ccc(CNC(=O)CCC2CCCN(C(=O)Nc3ccccc3)C2)cc1 (stereo not drawn) | -3.4 | 7.2
CCCCC(=O)NC(c1ccc(Cl)cc1)c1ccc2cccnc2c1O (stereo not drawn) | 0.8 | 17.0
CCOC(=O)N1CCN(CCC(=O)Nc2cc([N+](=O)[O-])ccc2OC)CC1 | -13.3 | 0.9
CC(=O)N1CCCC1C(=O)Nc1ccc(C)cc1 (stereo not drawn) | -4.8 | -2.2
O=C(c1cccs1)N1CCCCC1c1nncn1-c1ccccc1 (stereo not drawn) | -4.1 | -2.2
NCCSC1CC(=O)N(c2ccc(OC(F)(F)F)cc2)C1=O (stereo not drawn) | -2.7 | 1.0
CC1=C(C(=O)Nc2ccccc2)C(c2cccc(Cl)c2)N2C(=O)CSC2=N1 (stereo not drawn) | -1.8 | 11.0
COc1cccc(OC)c1C(=O)N=c1sc2cc([N+](=O)[O-])ccc2n1C | -10.6 | 1.0
CCn1c(SCC(=O)Nc2ccccc2C(F)(F)F)nnc1-c1cn(C)nc1OC | -3.9 | -2.6
CCC1CCCCN1CCNC(=O)C1CCN(c2cncnc2N2CCOCC2)CC1 (stereo not drawn) | -3.5 | 2.3
CC(C)n1ccnc(N2CCOCC2)c1=O | -2.3 | -3.2
COc1cc(C=C2Oc3cc(OC(=O)c4ccc([N+](=O)[O-])cc4)ccc3C2=O)cc(OC)c1OC | -4.8 | -2.7
CCN1CCCc2cc(C(=O)NC3CCCC3)sc21 | -0.6 | -0.3
C=CCN(C(=O)Nc1ccc(OC)cc1)c1nnc(-c2ccncc2)s1 | -0.4 | 13.9
CCOc1ccc(N(C(C)C(=O)Nc2ccccc2OCC)S(C)(=O)=O)cc1 (stereo not drawn) | -1.2 | 4.7
Cc1ccc(NCCC(=O)c2ccco2)cc1Cl | 0.8 | 21.0
CCCNC(=O)c1nnn(-c2ccc(C)cc2)c1-c1cccnc1 | 0.5 | -10.1
Cc1ccc(OCC(=O)NCCc2nc3ccccc3[nH]2)c(C)c1 | -0.7 | 16.0
CC(C)c1noc(-c2cccnc2N2CCCN(Cc3cccc(Cl)c3)CC2)n1 | -5.5 | -8.6
N#CC1=C(N)Oc2n[nH]c(-c3ccc(F)cc3)c2C1c1cccnc1 (stereo not drawn) | -3.4 | 10.0
Cc1ccccc1C1CC(=O)c2c(C)nn(-c3ccccc3)c2C1 (stereo not drawn) | -0.1 | -8.8
Cc1ccccc1-c1onc(C)c1C(=O)NCc1cccc(Cl)c1 | -1.6 | -17.8
COCCn1c(C2CCN(C(=O)Nc3ccc(C(F)(F)F)cc3)C2)nc2ccncc21 (stereo not drawn) | -8.2 | 6.8
CC(C)n1c(=O)c(N2CCN(C(=O)c3cccc(N(C)C)c3)CC2)nc2ccncc21 | -8.5 | 29.2
COc1ccc(CN2CC(C(=O)NCCCN3CCCCC3)CC2=O)cc1 (stereo not drawn) | -5.5 | -4.6
CSc1ccc(CNC(=O)C2CCCN(C(=O)c3ccccc3F)C2)cc1 (stereo not drawn) | -36.5 | 24.5
COc1ccc(-c2cnnn2-c2ccc(NC(=O)c3ccccc3F)cc2)cc1OC | -0.1 | 10.0
CCN1CCN(C(=O)c2cnn3c(-c4ccc(F)cc4)ccnc23)CC1 | -6.3 | -3.4
O=C(NC1CCCCC1)c1c(F)cccc1F | -3.4 | -0.4
CCOc1cc(C(Nc2ccccn2)c2ccc3cccnc3c2O)ccc1OC (stereo not drawn) | -6.5 | 100.0*
O=S1(=O)N[C@H](Cc2ccccc2)COc2cc(N3CCN(Cc4ccccc4F)CC3)ccc21 | -4.5 | 1.1
The results go on.
SMILES | Pf apPOL block | mHTT-CaM PPI inh
CC1CCCN(CC2CCN(S(=O)(=O)c3ccc(Br)cc3)CC2)C1 (stereo not drawn) | 2.9 | -0.6
O=C(Nc1ccc(F)cc1F)C(Cc1ccccc1)N1C(=O)c2ccccc2C1=O (stereo not drawn) | -3.4 | -1.0
O=C(c1cc2ccccc2oc1=O)N1N=C(c2ccccc2)CC1c1ccccc1 (stereo not drawn) | -1.7 | 9.0
COc1ccc(CSc2nnc(-c3ccccc3)n2C)cc1 | -5.3 | 0.1
O=C1CC(N2CCN(Cc3ccccc3)CC2)C(=O)N1c1cccc(Cl)c1 (stereo not drawn) | -8.4 | -0.9
O=C1CCCCCN1SSN1CCCCCC1=O | 2.7 | 4.0
COc1ccc(N2CCN(C(=O)C3CCCN(c4cc(=O)n(C)c(=O)n4C)C3)CC2)cc1 (stereo not drawn) | 9.4 | 11.7
COC(=O)c1cccc(NC(=S)NC(C)C)c1 | -12.5 | /
CC(C)c1cc(C2CCCN2Cc2ccccc2F)on1 (stereo not drawn) | -1.4 | -15.1
O=C(NC1CC2CC1CN2C(=O)c1ccccc1Cl)c1cccs1 (stereo not drawn) | -2.2 | 1.0
COc1cc(Cl)c(C)cc1NC(=O)C1c2ccccc2C(=O)N2CCc3ccccc3C12 (stereo not drawn) | -5.1 | 54.0*
CCN(CC)CC#CCNC(=O)C12CC3CC(CC(C3)C1)C2 | -4.0 | -1.1
CCc1ccc(-c2csc(-c3cccnc3)n2)cc1 | -4.3 | -53.0
CCN(CC)c1ncc2c(n1)CCC(C(=O)NCCc1cccnc1)C2 (stereo not drawn) | -1.8 | -12.1
Cc1ccc(S(=O)(=O)NC(CC(=O)NCc2ccccc2Cl)c2ccco2)cc1 (stereo not drawn) | -1.0 | -2.0

Some of the entries so far, as tab-separated lines.
SMILES	Pf apPOL block	mHTT-CaM PPI inh
Cc1ccc(NCCC(=O)c2ccco2)cc1Cl	0.8	21.0
CCCNC(=O)c1nnn(-c2ccc(C)cc2)c1-c1cccnc1	0.5	-10.1
Cc1ccc(OCC(=O)NCCc2nc3ccccc3[nH]2)c(C)c1	-0.7	16.0
CC(C)c1noc(-c2cccnc2N2CCCN(Cc3cccc(Cl)c3)CC2)n1	-5.5	-8.6

Later entries
SMILES | Pf apPOL block | mHTT-CaM PPI inh
Cc1ccc(Cl)cc1S(=O)(=O)N1CC2CC1C(=O)O2 (stereo not drawn) | -1.6 | -8.8
O=C(CC1(O)C(=O)N(CCc2ccccc2)c2ccccc21)c1cccs1 (stereo not drawn) | -9.9 | 7.7
Cc1ccc(O)c(C=Nc2ccc(Br)c3cccnc23)c1 | -4.1 | 101.0*
COc1ccc(N2C(=O)NC3c4ccccc4OC2(C)C3C)cc1 (stereo not drawn) | -6.6 | 10.0
O=C(Nc1ccc(F)c(F)c1)C1CCCN(c2nccc3sccc23)C1 (stereo not drawn) | -6.6 | -7.1
Cc1cccc(C(=O)N2CCC(c3nc(CCNC(=O)C(C)C)cs3)CC2)c1 | 1.4 | 8.1
COC(=C(C#N)C#N)c1ccccc1 | 1.1 | /
COc1ccc(-c2nc3c(c(=O)[nH]2)CCN(C(=O)c2ccc(Cl)cc2OC)C3)cc1 | -3.0 | -0.3
O=C(Nc1ccc2c(c1)OCO2)c1ccc(Cl)cc1[N+](=O)[O-] | -6.3 | 10.3
Clc1ccc(SCc2nn[nH]n2)cc1 | -8.7 | /
COc1ccc(S(=O)(=O)NCCSC(C)(C)C)cc1OC | 6.3 | -4.7
COc1ccc(CC(=O)Nc2cccc([N+](=O)[O-])c2)cc1 | -3.8 | 9.8
COc1cccc2cc(-c3cc(=O)oc4cc(C)c(O)cc34)oc12 | 2.7 | -1.9
Cc1cc(C)c(-c2noc(C)n2)c(NC(=O)C2CCCCC2)n1 | 0.2 | -2.6
Cc1ccc(N(Cc2ccco2)S(=O)(=O)c2ccc(F)cc2)cc1 | -1.9 | -20.3
NC(=S)NN=Cc1ccccc1O | 39.3 | 84.6*
O=C1CC(c2cccs2)CC2=C1C(c1cc3c(cc1[N+](=O)[O-])OCO3)Nc1ccccc1N2 (stereo not drawn) | 13.6&1.5 | 37.0&35.0
O=C(Cc1ccc(NC(=O)c2cc3ccccc3o2)cc1)NCC(F)(F)F | -3.0 | 3.5
COc1ccc(-c2cc(C(F)(F)F)n3nc(C(=O)Nc4nccs4)cc3n2)cc1 | -3.4 | -2.0
COc1cc(-c2c(-c3cc(OC)c(OC)c(OC)c3)noc2C)ccc1F | -2.0 | -2.8
CC(C)c1ccc(CN2CC(C(=O)Nc3ccccc3)CC2=O)cc1 (stereo not drawn) | -2.7 | 12.2
COc1ccc2cc3cc(C(=O)N4CCN(C)CC4)oc3nc2c1 | 1.4 | -1.0
N#CC1=C(N)N(c2ncn[nH]2)C2=C(C(=O)CCC2)C1c1cccc(Br)c1 (stereo not drawn) | 0.9 | 4.0
O=C1Nc2ccc(Br)cc2/C1=C/C1CC=CCC1 (stereo not drawn) | 3.8 | 51.0*
CCOC(=O)C1CCN(Cc2cccc(NC(=O)c3ccco3)c2)CC1 | -0.8 | /
O=C1OC(/C=C/c2ccc(Cl)cc2)=NC/1=C\c1ccco1 | -0.7 | 6.0
CC(C)=NOc1ccc([N+](=O)[O-])cc1[N+](=O)[O-] | -4.3 | /
COCCCn1c(=S)[nH]c2ccccc2c1=O | -7.4&-3.0 | /
COc1ccc(/C=C2/N=C(c3ccccc3OC)OC2=O)c(OC)c1 | 1.1 | 4.0
O=C(Nc1ccccc1-c1nc2ccccc2s1)c1c(F)cccc1F | 2.8 | -14.3
COc1ccccc1/C=C1\N=C(c2ccccc2F)OC1=O | 0.9 | 5.0
CC(O)c1nc2ccccc2n1Cc1ccccc1Cl (stereo not drawn) | -4.2&-6.6 | 0.0&-1.1
COCCCn1c(=N)c(C#N)cc2c(=O)n3cccc(C)c3nc21 | -3.8 | 2.0
O=C(O)c1ccc(S(=O)(=O)c2ccc3c(c2)C(=O)N(NC(=O)c2ccco2)C3=O)cc1 | -3.8 | -2.1
C=C(C)C1Cc2c(C)nn(-c3nc(C)cc(C)n3)c2C1 (stereo not drawn) | -6.0 | 9.2
COc1cc(/C=c2\sc3n(c2=O)CN(c2ccc(C)cc2)CN=3)c([N+](=O)[O-])cc1OC | 0.3 | 16.0
O=[N+]([O-])c1cc2c(cc1C=Nc1ccc(Nc3ccccc3)cc1)OCO2 | -1.3 | 85.0*

Part of the list above in order of length of the SMILES, falling.
SMILES | Pf apPOL block | mHTT-CaM PPI inh
COc1cc(/C=c2\sc3n(c2=O)CN(c2ccc(C)cc2)CN=3)c([N+](=O)[O-])cc1OC | 0.3 | 16.0
O=C(O)c1ccc(S(=O)(=O)c2ccc3c(c2)C(=O)N(NC(=O)c2ccco2)C3=O)cc1 | -3.8 | -2.1
O=[N+]([O-])c1cc2c(cc1C=Nc1ccc(Nc3ccccc3)cc1)OCO2 | -1.3 | 85.0*
COc1ccccc1/C=C1\N=C(c2ccccc2F)OC1=O | 0.9 | 5.0
CC(O)c1nc2ccccc2n1Cc1ccccc1Cl (stereo not drawn) | -4.2&-6.6 | 0.0&-1.1

Bioassay records as filed in PubChem BioAssay.
